Screens deposited in PubChem BioAssay by The Scripps Research Institute Molecular Screening Center.
GPR7 antag = human neuropeptides B/W receptor 1 antagonism; P48145; GPR7-expressing cells, fluorescence antagonist assay; inhibition, % at 4.4 µM; hit rate 1.1% among 290,000; AID 1861; in the data active = inhibition above about 16%, passing the limit was not always enough;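 also: cells stimulated with the agonist NPW; 0% = agonist with vehicle and 100% = vehicle without agonist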
Target sequence (P48145 whole entry, looked up): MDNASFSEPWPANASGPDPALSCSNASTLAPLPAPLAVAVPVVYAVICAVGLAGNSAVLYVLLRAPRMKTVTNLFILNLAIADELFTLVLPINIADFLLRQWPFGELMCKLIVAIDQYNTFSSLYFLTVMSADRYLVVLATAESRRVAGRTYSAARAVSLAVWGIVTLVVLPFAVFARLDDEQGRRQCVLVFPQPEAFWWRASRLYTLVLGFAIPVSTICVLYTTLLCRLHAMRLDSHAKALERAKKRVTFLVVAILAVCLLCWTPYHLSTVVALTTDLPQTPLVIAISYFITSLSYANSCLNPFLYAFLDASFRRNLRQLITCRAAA
CHO-K1 Ca PAM = counter-screen for M1 PAMs: effect in parental CHO-K1 cells; ATP EC20, Fluo-8 calcium fluorescence; 0% at ATP EC20, 100% at ATP max; activation, % at 3 µM; AID 602247; hit rate 0.02% among 360,000;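 active = activation above the run cutoff, the mean activation of all test compounds plus 3 SD, cut at about 40% in these data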;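 also: peak over basal fluorescence ratio in a 140 s read after ATP addition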
CHO-K1 Ca antag = counter-screen for M1 antagonists: effect in parental CHO-K1 cells | ATP-induced calcium, Fluo-8 fluorescence | inhibition, % at 3 µM | hit rate 0.6% among 360,000;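 active = inhibition above a per-plate cutoff, the plate's mean sample inhibition plus 3 SD, cut at about 24% in these data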;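 also: 0% = DMSO plus EC80 ATP and 100% = DMSO alone without ATP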
V1R ag counter = activates human V1a receptor in oxytocin agonist counter-screen; P37288; hit rate 0.25% among 320,000; AID 2797; activation, % at 3 µM; CHO-V1R cells, Fluo-8 calcium fluorescence, agonist mode; 0% DMSO, 100% 3 nM vasopressin;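 active = activation above the mean activation of all tested compounds plus 3 SD, per screening run, cut at about 20% in these data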;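 also: signal is peak over basal fluorescence ratio across a 100 second FLIPR read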
Target sequence (P37288 whole entry, looked up): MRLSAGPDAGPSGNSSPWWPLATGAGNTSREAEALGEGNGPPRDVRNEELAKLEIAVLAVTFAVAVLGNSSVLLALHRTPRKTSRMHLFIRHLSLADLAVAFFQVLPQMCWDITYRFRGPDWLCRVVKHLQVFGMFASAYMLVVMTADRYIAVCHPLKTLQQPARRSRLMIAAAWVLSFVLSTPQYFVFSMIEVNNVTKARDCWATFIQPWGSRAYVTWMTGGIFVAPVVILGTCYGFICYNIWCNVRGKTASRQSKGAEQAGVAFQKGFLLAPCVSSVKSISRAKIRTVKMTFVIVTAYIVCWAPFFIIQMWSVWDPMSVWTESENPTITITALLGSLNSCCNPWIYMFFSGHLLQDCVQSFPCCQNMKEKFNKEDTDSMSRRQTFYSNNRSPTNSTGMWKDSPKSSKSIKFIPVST
CHO-K1 Ca ag = M1 agonist counterscreen hit in parental CHO-K1 cells | Fluo-8 calcium fluorescence; scaled to maximal ATP response, vehicle zero | activation, % at 3 µM | hit rate 0.48% among 360,000; in the data active = activation above about 15%;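 also: untransfected CHO-K1 host cells lacking M1 receptor as counterscreen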
OXTR agonist = agonists of human oxytocin receptor | P30559 | CHO-OTR cells, Fluo-8 calcium fluorescence; normalized: DMSO 0%, oxytocin 100% | activation, % at 3 µM | hit rate 0.32% among 320,000 | AID 2435;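 active = activation above the mean of all tested compounds plus 3 SD, cutoff set per screening run, cut at about 20% in these data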;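 also: peak over basal fluorescence ratio from a 100 s FLIPR kinetic read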
CHO parental Ca = signal in parental CHO cells, OX1R antagonist counter-screen; parental CHO-K1, ATP-induced calcium, Fluo-8 fluorescence; inhibition, % at 5.6 µM; hit rate 0.63% among 330,000; AID 463079;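 active = inhibition above that plate's mean sample inhibition plus 3 SD, cut at about 26% in these data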;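 also: 0% = ATP-challenged DMSO wells and 100% = DMSO wells without ATP; some compounds past the cut are filed as inactive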
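Assay system – parental CHO cells · Reagent – ATP stimulus · Detection – intracellular calcium via Fluo-8 no-wash fluorescent dye · Evaluation – percent inhibition of ATP-evoked calcium rise, normalized to controls · Controls – ATP wells versus no-ATP DMSO wells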
OXTR potentiator = potentiates the human oxytocin receptor response | P30559 | CHO-OTR cells, Fluo-8 calcium fluorescence, potentiator mode; 0% = oxytocin EC15, 100% = EC100 | activation, % at 3 µM | hit rate 0.061% among 320,000 | AID 2445;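 active = activation above that plate's cutoff, the mean activation of tested compounds plus 3 SD, cut at about 6.6% in these data, passing the limit was not always enough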;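 also: 100% uses oxytocin at 75 nM as the full agonist control; some results filed as inactive read as strong as hits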
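System: human OTR in CHO cells; Also added: sub-maximal oxytocin, roughly EC15; Timing: compound 6 min at room temperature before oxytocin, 100 s read; Technique: Fluo-8 intracellular calcium fluorescence, ex 470-495, em 515-575 nm; Controls: oxytocin EC15 low and EC100 high; Replication: singlicate.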
TAAR1 antag = antagonists of human TAAR1 | hit rate 1.5% among 360,000 | Q96RJ0 | inhibition, % at 3 µM | CHO RD-HGA16 TAAR1, Fluo-8 calcium fluorescence, antagonist;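 active = inhibition above a per-plate cutoff, the mean inhibition of test compounds on that plate plus 3 SD, cut at about 49% in these data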;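 also: 0% = DMSO plus EC80 beta-PEA response and 100% = DMSO alone without agonist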
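Test system – hTAAR1-expressing CHO RD-HGA16 cells, Gα16-coupled · Also added – β-PEA at EC80 concentration, post-compound challenge · Compound – 3 µM, single point · Incubation – dye loading 75 min at 37 °C, then 30 min room temperature · Measured by – Fluo-8 intracellular calcium dye fluorescence, real-time kinetic reads · Benchmarks – vehicle and agonist controls · Replicates – singlicate, one well per test compound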
* = called active by the depositor; x = not tested or not shown.

SMILES	GPR7 antag	CHO-K1 Ca PAM	CHO-K1 Ca antag	V1R ag counter	CHO-K1 Ca ag	OXTR agonist	CHO parental Ca	OXTR potentiator	TAAR1 antag
O=C(O)C1CC(=O)N(c2ccc3c(c2)OCCO3)C1 (stereo unspecified)	-6	8	4	-0.5	-0.1	-0.8	13	-9	-21
O=S(=O)(c1ccccc1)c1nc(-c2ccco2)oc1N1CCOCC1	-6	15	-9	0.1	0.9	-0.6	-11	-9	3
CCOC(=O)C1(Cc2cccc(Cl)c2)CCCN(C(=O)c2cn[nH]c2)C1 (stereo unspecified)	-1	6	3	0.5	0.5	0.0	-2	-5	-13
O=P(OCC1CCCO1)(OCC1CCCO1)OCC1CCCO1 (stereo unspecified)	x	5	-6	x	-0.1	x	x	x	-9
Cc1c(NC(=O)C(C)OC(=O)/C=C/c2ccccc2)c(=O)n(-c2ccccc2)n1C (stereo unspecified)	-5	18	-14	-1.0	0.8	-0.3	-9	4	-3
Cc1ccc(C(=O)NN2C(=O)CSC2=S)cc1	-10	3	-8	0.4	4.2	-0.1	-5	-5	9
Cc1ccc(C)c(-c2nnc(NC(=O)C3=COCCO3)o2)c1	x	6	2	1.8	0.7	1.7	-2	6	8
CCOc1ccc(NC(=O)c2cnccn2)cc1	-8	8	-3	1.6	0.2	1.4	9	4	18
COC(=O)c1ccc(COc2ccc(CNCc3ccc(Cl)cc3)cc2)cc1	-1	8	-7	0.6	2.5	-0.7	-6	-1	-9
Cc1ccc(N2C(=O)N(CC(=O)Nc3ccc(C)cc3[N+](=O)[O-])C(=O)C2C)cc1 (stereo unspecified)	x	4	-10	-1.5	-0.4	-0.9	0	-3	-10
O=C(NCc1ccccc1Cl)C1CCN(S(=O)(=O)c2cccs2)CC1	6	10	-14	2.1	1.0	2.5	2	-11	17
COc1ccc(OCC(Cn2cnc3ccccc32)OC(C)=O)cc1 (stereo unspecified)	-2	21	-6	1.2	2.5	0.8	-17	0	-4
Cc1ccc(C2C(C(=O)c3cccs3)=C(O)C(=O)N2c2nnc(C)s2)cc1 (stereo unspecified)	8	-14	15	13	0.5	8.4	2	0	-47
COc1ccccc1CNC(=O)C(=O)NCCC1CCCCN1S(=O)(=O)c1ccccc1 (stereo unspecified)	x	1	4	0.2	2.0	-1.3	-8	-9	-18
Cc1ccc(C(=O)Nc2ccc3c(c2)C(=O)NC3=O)cc1	-8	17	8	-0.3	0.6	-0.4	12	-2	-3
COC(=O)c1ccc(NC(=S)Nc2cccc(C)n2)cc1	-11	4	-17	-0.9	0.6	-0.4	-11	-2	-10
CC(C)C[C@H]1CNC(=S)N1CC1CCN(CCCC2CCCCC2)CC1	x	-1	8	x	0.7	x	x	x	-15
Nc1ccccc1C(=O)NCc1ccco1	-12	12	-8	x	0.7	x	x	x	-3
Cc1c(NC(=O)CN2C(=O)C3C4C=CC(C4)C3C2=O)c(=O)n(-c2ccccc2)n1C (stereo unspecified)	-12	8	2	1.5	-0.2	-0.1	-9	-6	4
Cc1ccc(S(=O)(=O)N2CCCN(c3nc4cc(C)ccc4cc3C#N)CC2)cc1	-6	-8	6	1.0	0.2	0.8	-21	-2	4
CC(=O)N1CC(C)c2scc(C)[n+]2-c2ccccc21 (stereo unspecified)	-5	23	-12	-0.2	-0.1	1.2	-10	4	-19
COc1ccc(C(=O)/C=C/N(C)C)cc1OC	-29	8	0	0.7	0.5	0.8	-27	-8	-21
Cc1nc(CN(C)C(=O)C2CCC(=O)N(CCc3cccc(F)c3)C2)cs1 (stereo unspecified)	-6	-7	12	-0.1	5.0	-0.4	-9	1	9
CCOC(=O)N1CCN(C(=O)C2CCC(=O)N(CCCN3CCCC3=O)C2)CC1 (stereo unspecified)	-18	-9	12	0.7	0.6	-0.3	-8	-8	-28
COC(=O)c1cc(NC(=O)c2ccc(Cn3cc(Cl)cn3)o2)cc(C(=O)OC)c1	-5	10	-9	0.1	0.4	0.2	-13	-7	13
Cc1cc(C(=O)C(=O)O)c(C)n1-c1ccc(Cl)c(Cl)c1	-19	18	-7	-0.1	1.3	0.2	-9	-1	20
COc1ccc(S(=O)(=O)N(CC(=O)O)c2ccccc2)cc1	-16	9	-15	0.5	0.6	-0.8	-2	2	-18
COCCn1c(SCC(=O)Nc2c(C)n(C)n(-c3ccccc3)c2=O)nnc1-c1ccncc1	x	23	-25	-0.1	1.0	-0.4	-5	-8	9
O=C(CSc1nnc(CNC(=O)c2ccccc2)o1)Nc1ccc2c(c1)OCCO2	-16	-13	-5	0.2	0.4	-0.2	6	-4	9
O=C1NC(=O)/C(=C\c2ccc(Br)o2)S1	-3	7	-10	5.5	2.0	4.5	-5	-4	-10
CC(=O)Nc1ccc(NC(=O)c2sc3nc4n(c(=O)c3c2C)CCCCC4)cc1	-14	4	-7	2.6	3.8	1.7	-9	-7	-5
CCn1ncc(/C=C/C(=O)NCc2cnn(C)c2C)c1C	-3	9	-1	-0.6	0.6	0.6	-9	-1	13
CN(C)C(=O)CSc1nnc(-c2cc(-c3cccs3)nc3ccccc23)o1	-13	-2	27*	0.0	1.2	0.5	-34	-8	50*
Cc1[nH]c2ccccc2c1/C=N/NC(=O)c1cccc(Br)c1	8	1	-11	0.2	2.2	1.9	-5	0	x
COc1cccc2cc(-c3ccccc3)oc12	x	11	-3	0.1	0.0	-0.7	-10	-1	-14
CC(C)(C)c1ccc(NC(=O)COC(=O)C2=COCCO2)cc1	4	19	-3	2.9	1.0	1.6	-8	-15	-18
COc1cc(NC(=S)NCCN2CCOCC2)cc(OC)c1	-3	14	-4	-0.1	0.1	-0.1	-13	-5	-10
Cc1cc(/C=N/NC(=O)c2ccc(O)cc2)c(C)n1CC(C)C	-13	22	-14	0.7	-0.1	-0.4	-4	0	2
Cc1nn(Cc2ccccc2Cl)c(C)c1NC(=O)/C=C/c1cnn(C)c1	11	22	-3	0.6	0.3	-0.5	-8	2	22
NNC(=O)CSCc1nc(-c2ccc(Cl)cc2)cs1	-6	9	-4	0.4	1.2	-0.8	-27	-7	-15
N#C/C(=C\c1cn[nH]c1-c1ccc(Cl)cc1)C(=O)NCc1ccccc1	0	20	-6	0.0	0.0	-1.9	-19	-8	2
O=C1/C(=C2\C(=O)N(Cc3ccc(F)cc3)c3ccccc32)SC(=S)N1CCS(=O)(=O)O	-1	-3	-5	-0.3	0.0	-1.9	-10	-4	-17
CC(=O)Nc1ccc(NC(=O)CSC2=NCCS2)cc1	10	35	-16	x	0.9	x	x	x	4
CC(Cc1cccs1)NC(=O)Nc1ccccc1 (stereo unspecified)	-18	-3	-8	0.6	0.8	-0.4	-7	6	11
Cc1ccc(N2C(=O)CC(N3CCN(S(=O)(=O)c4ccccc4)CC3)C2=O)c(C)c1 (stereo unspecified)	-4	-2	-1	2.3	1.8	0.8	-9	0	-26
COc1ccc(N2CC(C(=O)N[C@@H](C)C(=O)N[C@H](CO)c3ccccc3)CC2=O)cc1 (stereo partly specified)	-11	6	5	1.4	0.4	-0.2	-2	-3	9
O=C1NC2(CCCc3ccccc32)C(=O)N1Cc1nnc(-c2ccccc2Br)o1 (stereo unspecified)	-5	14	-3	6.0	1.7	1.1	-22	-21	15
O=C(c1ccc(N2CCN(C3CC(=O)N(Cc4cccs4)C3=O)CC2)cc1)c1cccnc1 (stereo unspecified)	-4	1	-8	9.6	10.0	5.7	-8	-15	40
CCOC(=O)c1cnc(SC)nc1Oc1cccc(NC(=O)c2ccc(Cl)cc2)c1	-7	20	-6	0.5	0.8	0.4	2	-8	4
CC(=O)OC(C(=O)N1CCN(c2ccccc2F)CC1)c1ccccc1 (stereo unspecified)	6	1	-2	1.0	0.2	-0.3	-9	-11	-13
O=C(CCCOc1ccc(Cl)cc1Cl)Nc1ccc(O)cc1C(=O)O	-6	-28	21	-0.2	-0.8	-2.4	-13	-9	-34
COc1cc(OC)cc(C(=O)Nc2cccc(-c3ccc4nncn4n3)c2)c1	-11	x	x	1.2	x	0.6	-3	7	x
COC(=O)Cn1cnc2c(nnn2Cc2ccc(Cl)cc2)c1=O	17	21	-13	1.5	2.4	6.4	-8	-3	10

Structures from the list above that contain an NH in an aromatic ring:
SMILES	GPR7 antag	CHO-K1 Ca PAM	CHO-K1 Ca antag	V1R ag counter	CHO-K1 Ca ag	OXTR agonist	CHO parental Ca	OXTR potentiator	TAAR1 antag
CCOC(=O)C1(Cc2cccc(Cl)c2)CCCN(C(=O)c2cn[nH]c2)C1 (stereo unspecified)	-1	6	3	0.5	0.5	0.0	-2	-5	-13
Cc1[nH]c2ccccc2c1/C=N/NC(=O)c1cccc(Br)c1	8	1	-11	0.2	2.2	1.9	-5	0	x
N#C/C(=C\c1cn[nH]c1-c1ccc(Cl)cc1)C(=O)NCc1ccccc1	0	20	-6	0.0	0.0	-1.9	-19	-8	2

Of the compounds above, 4 have a COOH group.
SMILES	GPR7 antag	CHO-K1 Ca PAM	CHO-K1 Ca antag	V1R ag counter	CHO-K1 Ca ag	OXTR agonist	CHO parental Ca	OXTR potentiator	TAAR1 antag
O=C(O)C1CC(=O)N(c2ccc3c(c2)OCCO3)C1 (stereo unspecified)	-6	8	4	-0.5	-0.1	-0.8	13	-9	-21
Cc1cc(C(=O)C(=O)O)c(C)n1-c1ccc(Cl)c(Cl)c1	-19	18	-7	-0.1	1.3	0.2	-9	-1	20
COc1ccc(S(=O)(=O)N(CC(=O)O)c2ccccc2)cc1	-16	9	-15	0.5	0.6	-0.8	-2	2	-18
O=C(CCCOc1ccc(Cl)cc1Cl)Nc1ccc(O)cc1C(=O)O	-6	-28	21	-0.2	-0.8	-2.4	-13	-9	-34
